From PubChem
PRC2 inh: inhibitors of human EZH2/PRC2 methyltransferase; Q15910; PRC2 H3K27 methylation, DELFIA TRF, 1 h; inhibition, % at 12.5 µM; 57,000 tested, 0.35% active; AID 651548;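 active means mean inhibition of replicates at least 50% and every single replicate also reaching 50%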;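 further: dimethyl H3K27 on biotinylated H3 21-44 peptide detected by antibody; plate controls were median neutral control wells for no effect and median positive control wells for full effect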
IDH1 R132H inh: inhibitors of human IDH1 R132H | O75874 | IDH1 R132H reductase, diaphorase/resazurin fluorescence, 60 min | inhibition, % at 10 µM | 70,000 tested, 0.18% active | AID 624101; in the data active means inhibition above about 34%;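 further: 0% = DMSO and 100% = no enzyme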
Target sequence (O75874 whole entry R132H): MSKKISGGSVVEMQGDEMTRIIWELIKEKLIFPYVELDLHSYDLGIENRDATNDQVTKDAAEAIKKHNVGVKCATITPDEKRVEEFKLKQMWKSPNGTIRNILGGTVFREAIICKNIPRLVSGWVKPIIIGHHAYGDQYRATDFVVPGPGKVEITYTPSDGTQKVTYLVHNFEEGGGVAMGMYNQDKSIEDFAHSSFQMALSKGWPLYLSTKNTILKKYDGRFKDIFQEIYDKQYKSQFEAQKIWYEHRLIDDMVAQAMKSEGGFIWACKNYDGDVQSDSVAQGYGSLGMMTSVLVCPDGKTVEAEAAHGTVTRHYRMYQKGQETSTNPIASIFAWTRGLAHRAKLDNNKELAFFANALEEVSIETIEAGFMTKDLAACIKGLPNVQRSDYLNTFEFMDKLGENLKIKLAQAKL
* hit, by the source's call; . = not tested or not shown. A portion of the library; count on the stated rates, not on these rows.

The line under a structure holds: PRC2 inh | IDH1 R132H inh
CN(C)CCCNC(=O)C[C@@H]1C=C[C@H](NC(=O)c2ccccc2F)[C@@H](CO)O1
  0 | -0.2
CCCN(C)C[C@@H]1Oc2cc(-c3ccc(OC)cc3)ccc2S(=O)(=O)N([C@@H](C)CO)C[C@@H]1C
  -33 | -1.0
COc1ccccc1CNC(=O)C[C@@H]1C=C[C@H](NC(=O)CN(C)C)[C@H](CO)O1
  2 | -0.1
CCC(=O)N[C@@H]1CC[C@@H](CC(=O)NCc2ccccc2OC)O[C@H]1CO
  -3 | 0.0
COc1ccc(CN2C(=O)C(O)(CC(=O)c3cccs3)c3ccccc32)cc1OC (centres undefined)
  -26 | -0.5
Cc1cccc(CN(C)C[C@H]2OCc3cn(nn3)CCCC(=O)N([C@H](C)CO)C[C@H]2C)c1
  1 | -0.1
Cc1[nH]c2ccccc2c1C(=O)CSc1nc2ccccc2o1
  22 | -0.2
CO[C@H]1CN(C)C(=O)c2cc(NS(C)(=O)=O)ccc2OC[C@H](C)N(C(=O)C2CC2)C[C@@H]1C
  -2 | 0.1
C[C@@H]1CN([C@@H](C)CO)C(=O)Cc2cc(NC(=O)Nc3ccc(C(F)(F)F)cc3)ccc2O[C@H]1CN(C)S(C)(=O)=O
  -13 | .
O=C(COc1ccc([N+](=O)[O-])cc1)Nc1cccc(NC(=O)c2ccccc2Cl)c1
  4 | 0.1
COc1ccccc1NC(=O)Nc1ccc2c(c1)C(=O)N(C)C[C@H](OC)[C@H](C)CN[C@@H](C)CO2
  6 | 0.1
COc1ccc(/C=C/C(=O)CC(=O)/C=C/c2cccc(O)c2OC)cc1O
  . | -1.7
C[C@@H]1CN([C@@H](C)CO)C(=O)Cc2cc(N(C)C)ccc2O[C@H]1CN(C)C
  0 | -1.9
CNC[C@@H]1Oc2cc(C#CCOC)ccc2S(=O)(=O)N([C@@H](C)CO)C[C@H]1C
  -10 | -1.7
CCOC(=O)c1c(C)oc2ccc(N(C(=O)c3ccncc3)S(=O)(=O)c3ccc(F)cc3C)cc12
  25 | 0.1
CCCNC(=O)C[C@H]1C[C@H]2c3cc(NS(=O)(=O)c4cccc(OC)c4)ccc3O[C@H]2[C@H](CO)O1
  -8 | -0.2
CO[C@@H]1CN(C)C(=O)c2ccc(NS(C)(=O)=O)cc2OC[C@@H](C)N(C(=O)C2CCOCC2)C[C@H]1C
  0 | -0.4
Cc1ccc(S(=O)(=O)Nc2ccc3c(c2)CC(=O)N([C@H](C)CO)C[C@@H](C)[C@@H](CN(C)Cc2ccc(-c4ccccc4)cc2)O3)cc1
  . | 0.8
Cc1noc(C)c1S(=O)(=O)Nc1ccc2c(c1)CC(=O)N([C@H](C)CO)C[C@H](C)[C@@H](CN(C)Cc1ccc(C(=O)O)cc1)O2
  . | -7.3
CO[C@H]1CN(C)C(=O)c2cc(NC(=O)NC3CCCCC3)ccc2OC[C@H](C)N(CCc2ccccc2)C[C@@H]1C
  -2 | 0.9
Cc1ccc(S(=O)(=O)N[C@H]2CC[C@H](CCNC(=O)C3CCC3)O[C@H]2CO)cc1
  -8 | 0.0
C[C@H](CO)N1C[C@H](C)[C@H](CN(C)C)Oc2ccc(NC(=O)CCN3CCOCC3)cc2C1=O
  -1 | 2.6
C[C@H]1CN([C@@H](C)CO)C(=O)CCCn2cc(nn2)CO[C@H]1CN(C)Cc1ccc2c(c1)OCCN2C
  6 | 1.1
COc1ccc(NC(=O)N(C)C[C@@H]2Oc3ccc(NS(=O)(=O)c4cn(C)cn4)cc3CC(=O)N([C@H](C)CO)C[C@@H]2C)cc1
  . | 0.5
CCCC(=O)Nc1ccc2c(c1)C(=O)N(C)C[C@H](OC)[C@@H](C)CN(Cc1ccccn1)[C@H](C)CO2
  -5 | -0.2
Cc1noc(C)c1S(=O)(=O)Nc1cccc2c1O[C@@H](CN(C)Cc1ccc(C(F)(F)F)cc1)[C@@H](C)CN([C@H](C)CO)C2=O
  1 | 1.1
C[C@H](CO)N1C[C@H](C)[C@H](CN(C)C(=O)Nc2ccccc2)Oc2ccc(NC(=O)Nc3ccc4c(c3)OCO4)cc2C1=O
  . | 0.0
CNC[C@@H]1Oc2c(NC(=O)c3nc4ccccc4s3)cccc2C(=O)N([C@@H](C)CO)C[C@@H]1C
  0 | 1.0
C[C@H]1CN([C@@H](C)CO)C(=O)c2cc(C3=CCCCC3)cnc2O[C@H]1CN(C)C(=O)Nc1ccccc1
  -9 | .
CCCNC(=O)C[C@H]1C[C@@H]2c3cc(NC(=O)Nc4ccc(F)cc4)ccc3O[C@@H]2[C@@H](CO)O1
  2 | 4.4
C[C@@H]1CN([C@@H](C)CO)C(=O)c2cccc(NC(=O)CCCCCC(=O)Nc3ccccc3N)c2O[C@@H]1CN(C)Cc1ccc(Oc2ccccc2)cc1
  -6 | .
COc1ccc(CN(C)C[C@@H]2OCCCC[C@@H](C)Oc3ccc(NS(=O)(=O)c4ccc(F)cc4)cc3C(=O)N([C@H](C)CO)C[C@H]2C)cc1
  . | 1.6
C[C@@H]1CN([C@H](C)CO)S(=O)(=O)c2ccc(Br)cc2O[C@@H]1CN(C)C(=O)CN1CCOCC1
  17 | .
Cc1noc(C)c1NC(=O)Nc1ccc2c(c1)C(=O)N([C@H](C)CO)C[C@H](C)[C@H](CN(C)C(=O)NC1CCCCC1)O2
  . | 1.0
C[C@@H]1CN([C@H](C)CO)C(=O)c2cc(NC(=O)Nc3ccccc3)ccc2O[C@@H]1CN(C)C(=O)NC1CCCCC1
  . | 0.6
C[C@@H]1CN([C@H](C)CO)C(=O)c2cc(NC(=O)Nc3ccc(C(F)(F)F)cc3)ccc2O[C@@H]1CN(C)S(=O)(=O)c1ccccc1
  . | 1.0
C[C@@H]1CN([C@@H](C)CO)C(=O)Cc2cc(NS(=O)(=O)c3ccc(F)cc3)ccc2O[C@H]1CN(C)CC1CC1
  . | 3.0
CO[C@H]1CN(C)C(=O)c2ccc(NC(=O)C3CC3)cc2OC[C@H](C)NC[C@H]1C
  -4 | -0.1
C[C@@H]1CN([C@@H](C)CO)S(=O)(=O)c2ccc(-c3cccc(C#N)c3)cc2O[C@@H]1CN(C)C(=O)C1CC1
  . | 2.9
COc1ccc(NC(=O)N(C)C[C@H]2Oc3c(cccc3N(C)C)C(=O)N([C@H](C)CO)C[C@@H]2C)cc1
  -2 | 0.3
C[C@@H]1CN([C@@H](C)CO)C(=O)c2cccc(N(C)C)c2O[C@@H]1CN(C)CC1CC1
  -5 | 0.6
C[C@H]1CCCCO[C@H](CN(C)C(=O)c2ccccc2)[C@@H](C)CN([C@@H](C)CO)C(=O)c2cc(NS(C)(=O)=O)ccc2O1
  3 | 0.7
C[C@@H](NC(=O)C[C@H]1C=C[C@H](NC(=O)CN2CCOCC2)[C@H](CO)O1)c1ccccc1
  -4 | 0.0
CO[C@H]1CN(C)C(=O)c2ccc(NC(=O)Nc3ccccc3Cl)cc2OC[C@@H](C)NC[C@H]1C
  -2 | 0.4
C[C@@H]1CN([C@H](C)CO)S(=O)(=O)c2ccc(C#CC3CC3)cc2O[C@H]1CN(C)C(=O)Cc1ccncc1
  0 | 6.6
Cc1oc(S(=O)(=O)N2CCOCC2)cc1-c1nc(-c2ccc(C(C)(C)C)cc2)no1
  10 | 0.5
C[C@H]1CN([C@@H](C)CO)C(=O)c2cc(NC(=O)Cn3cnnn3)ccc2O[C@H]1CN(C)Cc1ccc(C(=O)Nc2ccccc2N)cc1
  -1 | 0.4
CCCc1cn(CC[C@@H]2CC[C@@H](NS(=O)(=O)c3ccc(-c4ccccc4)cc3)[C@@H](CO)O2)nn1
  19 | -0.4
C[C@@H]1CCCCO[C@@H](CN(C)C)[C@H](C)CN([C@H](C)CO)C(=O)c2cc(NC(=O)Nc3ccc4c(c3)OCO4)ccc2O1
  3 | 0.7
O=c1cc(-c2ccccc2)oc2cc(O)c(O)c(O)c12
  . | 17
Cc1noc(C)c1S(=O)(=O)N(C)C[C@@H]1OCCCC[C@H](C)Oc2ccc(NC(=O)Nc3ccc4c(c3)OCO4)cc2C(=O)N([C@H](C)CO)C[C@H]1C
  . | 0.4
CC(=O)N(C)C[C@H]1Oc2cc(-c3ccc(C)cc3)ccc2S(=O)(=O)N([C@H](C)CO)C[C@@H]1C
  5 | 2.3
O=C(C[C@@H]1CC[C@@H](NC(=O)c2ccccc2)[C@H](CO)O1)NCCc1ccncc1
  7 | 0.7
CCCC(=O)Nc1ccc2c(c1)C(=O)N(C)C[C@@H](OC)[C@H](C)CN(C(=O)Cc1cccnc1)[C@H](C)CO2
  8 | 0.1
CC(C)CC#Cc1ccc2c(c1)O[C@@H](CN(C)C(=O)Nc1ccccc1)[C@H](C)CN([C@@H](C)CO)S2(=O)=O
  12 | -0.3
C[C@@H]1CN([C@H](C)CO)S(=O)(=O)c2ccc(-c3cncnc3)cc2O[C@H]1CN(C)Cc1cncnc1
  . | 0.2
O=C(C[C@@H]1CC[C@@H](NS(=O)(=O)c2ccc(F)cc2)[C@@H](CO)O1)NC1CCCCC1
  -2 | 0.4
C[C@@H]1CN([C@H](C)CO)C(=O)CCCn2cc(nn2)CO[C@H]1CN(C)C(=O)Nc1cccc2ccccc12
  -2 | -0.8
COc1cccc(NC(=O)N(C)C[C@H]2Oc3cc(/C=C/c4ccccc4)ccc3S(=O)(=O)N([C@H](C)CO)C[C@@H]2C)c1
  -16 | .
C[C@H](CO)N1C[C@H](C)[C@H](CN(C)C(=O)Nc2ccccc2)Oc2c(NC(=O)Nc3ccc(C(F)(F)F)cc3)cccc2C1=O
  -17 | -1.1

The last three records of the section before open the next one.
The line under a structure holds: PRC2 inh | IDH1 R132H inh
C[C@@H]1CN([C@H](C)CO)C(=O)CCCn2cc(nn2)CO[C@H]1CN(C)C(=O)Nc1cccc2ccccc12
  -2 | -0.8
COc1cccc(NC(=O)N(C)C[C@H]2Oc3cc(/C=C/c4ccccc4)ccc3S(=O)(=O)N([C@H](C)CO)C[C@@H]2C)c1
  -16 | .
C[C@H](CO)N1C[C@H](C)[C@H](CN(C)C(=O)Nc2ccccc2)Oc2c(NC(=O)Nc3ccc(C(F)(F)F)cc3)cccc2C1=O
  -17 | -1.1
C[C@H]1CN([C@@H](C)CO)C(=O)c2c(c3ccccc3n2C)-c2ccccc2CO[C@@H]1CN(C)C(=O)c1ccc(F)cc1
  -18 | .
Cc1c(NC(=O)CSc2nnc(-c3cccc(Cl)c3)o2)c(=O)n(-c2ccccc2)n1C
  -7 | 0.2
C[C@H]1CN([C@@H](C)CO)S(=O)(=O)c2ccc(C#Cc3ccc(F)cc3)cc2O[C@@H]1CN(C)C
  14 | 0.2
CCC(C)(CN(C)C)OC(=O)c1ccccc1 (centres undefined)
  . | -1.5
C[C@@H]1O[C@@H](O[C@@H]2[C@@H](O)[C@H](O)[C@@H](CO)O[C@H]2c2c(O)cc3oc(-c4ccc(O)cc4)cc(=O)c3c2O)[C@H](O)[C@H](O)[C@H]1O
  . | -0.5
COc1ccc(NC(=O)Nc2ccc3c(c2)CC(=O)N([C@@H](C)CO)C[C@H](C)[C@H](CN(C)C(=O)Nc2ccc(OC)cc2)O3)cc1
  . | -13
COc1ccc(S(=O)(=O)N[C@H]2CC[C@H](CCNC(=O)CN3CCOCC3)O[C@@H]2CO)cc1
  -9 | -0.1
NC(=O)CSc1ncn(-c2ccccc2)n1
  1 | -0.2
C[C@H]1CN([C@@H](C)CO)S(=O)(=O)c2ccc(C#Cc3ccc(F)cc3)cc2O[C@@H]1CN(C)S(=O)(=O)c1cn(C)cn1
  . | -0.4
C[C@H]1CN([C@@H](C)CO)C(=O)c2cc(C#CCN(C)C)cnc2O[C@@H]1CN(C)Cc1ccc(-c2ccccc2)cc1
  -10 | -3.5
O=C(O)C[C@@H]1C[C@H]2c3cc(NC(=O)NC4CCCC4)ccc3O[C@H]2[C@H](CO)O1
  4 | -2.1
COc1ccc(NC(=O)c2ccccc2NC(=O)COc2cccc([N+](=O)[O-])c2)cc1
  -5 | -0.4
C[C@@H]1CN([C@H](C)CO)C(=O)c2cc(NC(=O)C3CCCCC3)ccc2O[C@@H]1CN(C)S(=O)(=O)c1ccc(Cl)cc1
  -6 | -0.3
C[C@H]1CN([C@@H](C)CO)C(=O)Cc2cc(NC(=O)Nc3ccc4c(c3)OCO4)ccc2O[C@H]1CN(C)Cc1ccc(C(=O)Nc2ccccc2N)cc1
  1 | .
CC(C)NC(=O)N(C)C[C@H]1Oc2ccc(NS(=O)(=O)c3ccc(Cl)cc3)cc2C(=O)N([C@@H](C)CO)C[C@H]1C
  13 | -0.7
O=C1C(=O)N(Cc2ccco2)C(c2cccc(Cl)c2)C1C(=O)c1ccco1 (centres undefined)
  1 | 0.6
CN(C)S(=O)(=O)c1ccc2c(c1)/C(=C/c1cc3c([nH]1)CCCC3)C(=O)N2
  -6 | .
COc1ccc(-c2nnc(SCC(=O)c3ccc(-c4ccccc4)cc3)o2)cc1OC
  -5 | -0.2
CC(C)NC(=O)Nc1cccc2c1O[C@@H](CN(C)C(=O)NC(C)C)[C@@H](C)CN([C@H](C)CO)C2=O
  2 | .
COCC(=O)Nc1ccc2c(c1)[C@@H]1C[C@@H](CC(=O)NCc3cccc(F)c3)O[C@@H](CO)[C@@H]1O2
  -5 | 0.2
CO[C@H]1CN(C)C(=O)c2ccc(NC(=O)C3CC3)cc2OC[C@H](C)N(Cc2cccnc2)C[C@H]1C
  -2 | 0.2

Compound profiles, from the list above. Values in the order: PRC2 inh | IDH1 R132H inh
Entry for CC(C)NC(=O)N(C)C[C@H]1Oc2ccc(NS(=O)(=O)c3ccc(Cl)cc3)cc2C(=O)N([C@@H](C)CO)C[C@H]1C = 13 | -0.7
Entry for NC(=O)CSc1ncn(-c2ccccc2)n1 = 1 | -0.2
Entry for COc1ccc(NC(=O)Nc2ccc3c(c2)CC(=O)N([C@@H](C)CO)C[C@H](C)[C@H](CN(C)C(=O)Nc2ccc(OC)cc2)O3)cc1 = . | -13
